Source: PubChem BioAssay
TDP43 rescue: qHTS of TDP-43 Inhibitors; Potency, µM (series often up to 46.1 µM), inactives show top-dose growth rescue (activation), usual class: activators; 410,000 tested, 1.8% active; TDP-43 expressing yeast growth rescue, BacTiter-Glo, 24 h; AID 652104, 2013; also: potency is read from the fitted curve at half-maximal effect; % of control where 0% means no effect; nearly all actives have a fitted effect of over 50% in size
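In this qHTS, compounds that restore growth of yeast expressing TDP-43 appear as activators. Cells (OD600=0.02, galactose medium, raffinose-pregrown) are incubated with compound 24 hr at 30 deg C and growth is quantified by BacTiter-Glo.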
Akt phos inh: HTS Assay for Inhibitors of Akt Phophorylation: Primary Screen; activity change, % for hits at 50 µM; Neuro2A IGF-stimulated pAkt S473 HTRF, 20 min; stronger effect = lower value; AID 651550, 2012; 360,000 tested, 0.32% active; in the data active = activity change below about -80%; inconclusive = mostly about -51% to -80%; also: % is scaled to controls: 0 for no effect and ±100 for the full control effect
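Neuro2A cells (4,500/well, DMEM with 0.5% FBS) were treated with compound at a single 50 µM final concentration, stimulated with 6 nM IGF for 20 min at 37 °C, and lysed. Phospho-Akt Ser473 was read by HTRF as 665/615 ratio ×10^4.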
GLP1R cytotox: qHTS of GLP-1 Receptor Inverse Agonists: Cytotox Screen. 410,000 tested, 0.13% active. HEK293 cAMP-luciferase reporter cells, luminescence, 24 h. Potency, µM (doses to about 38.3 µM), inactives show at the top dose activity change, negative = inhibition, hits mostly inhibitors;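 also: loss of luciferase light is scored as toxicity; potency is read from the fitted curve at half-maximal effect; % is scaled to controls: 0 for no effect and ±100 for the full control effect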
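Seeding density was 200 cells/uL; after overnight-length (12 h) culture, 23 nL compounds went on for 24 h at 37 °C. Readout used a luciferase detection reagent, luminescence taken after 12 min at room temperature.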
MmCpn inh: Inhibitors of TCP-1 ring complex (TRiC) of Methanococcus maripaludis (MmCpn): qHTS; purified Mm-Cpn ATPase, ADP Transcreener TR-FRET; Chaperonin Mm-Cpn (Methanococcus maripaludis); Potency, µM (titrated, usually from 76.9 µM), for the others: at the top dose activity, negative = inhibition, hits mostly inhibitors; 330,000 tested, 0.031% active; also: potency is read from the fitted curve at half-maximal effect; % is scaled to controls: 0 for no effect and ±100 for the full control effect; nearly all actives have a fitted effect of over 80% in size
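Measured: ADP formation by purified Mm-CPN. Conditions: 25 nM protein, 10 uM ATP, Tris pH 7.4 with Mg2+, K+ and DTT, 37°C for 30 min. Detection: Transcreener HTRF after 30 min at room temperature.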
GLP-1R inv ag: qHTS of GLP-1 Receptor Inverse Agonists (Inhibition Mode); Glucagon-like peptide 1 receptor (Homo sapiens), P43220; HEK293 GLP-1R CRE-luciferase, luminescence, 24 h; GLP-1R form is constitutively active; Potency, µM (top dose mostly 38.3 µM), without a hit: top-dose activity change, negative = inhibition, usual class: inhibitors; 410,000 tested, 1.6% active; also: potency is read from the fitted curve at half-maximal effect; % is scaled to controls: 0 for no effect and ±100 for the full control effect; nearly all actives have a fitted effect of over 55% in size
Target sequence (P43220 whole entry, looked up): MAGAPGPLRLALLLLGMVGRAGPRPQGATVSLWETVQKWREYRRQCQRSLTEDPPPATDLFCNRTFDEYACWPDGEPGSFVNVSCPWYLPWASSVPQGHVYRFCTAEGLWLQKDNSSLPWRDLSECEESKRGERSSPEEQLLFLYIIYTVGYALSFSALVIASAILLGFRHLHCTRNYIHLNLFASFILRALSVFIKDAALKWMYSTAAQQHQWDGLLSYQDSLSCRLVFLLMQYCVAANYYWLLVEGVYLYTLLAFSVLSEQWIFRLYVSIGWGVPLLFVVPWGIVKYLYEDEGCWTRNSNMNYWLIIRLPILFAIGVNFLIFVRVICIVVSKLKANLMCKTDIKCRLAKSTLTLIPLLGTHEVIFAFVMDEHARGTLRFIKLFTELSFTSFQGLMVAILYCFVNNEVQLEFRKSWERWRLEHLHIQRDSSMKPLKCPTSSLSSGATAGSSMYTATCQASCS
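Using stably transfected HEK293 (constitutively active GLP-1R, cAMP-luciferase reporter), compounds were incubated 24 hr and luciferase measured by luminescence.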
aSyn rescue: qHTS of alpha-syn Inhibitors; Yeast expressing alpha-synuclein, growth rescue, BacTiter-Glo, 24 h; Potency, µM (series often up to 46.1 µM), for inactives: at the highest dose growth rescue (activation), hits mostly activators; 370,000 tested, 0.14% active; AID 652106, 2013; also: potency is read from the fitted curve at half-maximal effect; % of control where 0% means no effect; nearly all actives have a fitted effect of over 65% in size
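Rescue of yeast growth: cells expressing toxic alpha-synuclein, induced in galactose at OD600 0.02, incubated with compound 24 h at 30 C. ATP luminescence quantified growth; inhibitors of toxicity appear as activators.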
Abeta rescue: qHTS for compounds that reverse cellular toxicity of Amyloid beta (A-beta) peptide in yeast: Primary Screen; Potency, µM (series often up to 46.1 µM), without a hit: at the highest dose growth rescue, most hits filed as activators; yeast expressing A-beta42, growth rescue, OD600, 48 h; response scale: 0% DMSO, 100% iron-clioquinol control; 410,000 tested, 0.063% active; also: potency is read from the fitted curve at half-maximal effect; nearly all actives have a fitted effect of over 55% in size
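Yeast growth medium received pinned compounds, then yeast cells expressing toxic A-beta were added; plates incubated at 30 C for 48 hr. Growth read as absorbance at 600 nm, normalized to DMSO and equimolar FeCl3 plus clioquinol controls.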
PTHR1 agonist: qHTS for PTHR1 Agonists: Primary Screen; Potency, µM (top dose mostly 115 µM), inactives show at the highest dose activation, most hits filed as activators; Parathyroid hormone/parathyroid hormone-related peptide receptor (Homo sapiens), Q03431; 410,000 tested, 0.075% active; HEK293 GP2 PTHR1 cells, GloSensor cAMP luminescence, 1 h; AID 743266, 2014; also: potency is read from the fitted curve at half-maximal effect; nearly all actives have a fitted effect of over 55% in size; some results filed as inactive show a strong effect at the top dose; inactives centre near -15; many of its hits are not listed in these tables
Target sequence (Q03431 whole entry, looked up): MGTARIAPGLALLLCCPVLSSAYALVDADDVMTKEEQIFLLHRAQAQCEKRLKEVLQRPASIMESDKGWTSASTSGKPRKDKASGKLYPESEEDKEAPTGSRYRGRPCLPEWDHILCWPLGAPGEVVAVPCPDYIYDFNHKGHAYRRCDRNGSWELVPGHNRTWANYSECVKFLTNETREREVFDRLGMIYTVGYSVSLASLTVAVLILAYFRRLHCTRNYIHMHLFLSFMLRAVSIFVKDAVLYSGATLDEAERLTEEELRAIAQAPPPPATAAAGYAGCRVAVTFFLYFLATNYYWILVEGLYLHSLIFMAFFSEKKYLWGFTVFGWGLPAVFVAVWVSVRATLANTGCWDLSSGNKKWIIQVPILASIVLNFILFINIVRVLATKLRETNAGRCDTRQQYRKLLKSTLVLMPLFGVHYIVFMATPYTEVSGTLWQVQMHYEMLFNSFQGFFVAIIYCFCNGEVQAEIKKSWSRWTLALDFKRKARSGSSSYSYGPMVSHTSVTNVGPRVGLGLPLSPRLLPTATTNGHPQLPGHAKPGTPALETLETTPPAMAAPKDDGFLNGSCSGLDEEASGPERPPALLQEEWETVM
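HEK-293-derived GP2 cells expressing PTHR1 and a GloSensor cAMP reporter, 3,000/well, plated overnight, given luciferin plus IBMX (each 0.5 mM as added) for 1 h at 37 °C, then compound for 1 h at 37 °C. Luminescence was read after 15 min at room temperature.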
FUS suppressor: qHTS for Suppressors of FUS Proteinopathy: Primary screen using FUS-linked yeast assay; S. cerevisiae FUS-expressing, growth rescue, OD600, 24 h; 390,000 tested, 0.24% active; Potency, µM (series often up to 76.6 µM), for the others: top-dose growth rescue (activation), hits mostly activators;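 also: potency is read from the fitted curve at half-maximal effect; plate controls were DMSO vehicle for no effect and reference control for full effect; nearly all actives have a fitted effect of over 55% in size; some results filed as inactive show a strong effect at the top dose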
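Compound concentration series was pinned onto galactose-induced FUS-expressing yeast seeded at OD 0.005. Plates sat 24hr at 30C; absorbance at 600 nm gave growth. DMSO served as background control.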
* hit, by the source's call; i = inactive; ? = inconclusive; . = not tested or not shown; & = joins results of further samples; [ ] = remark or other dose. Unless noted, calls follow the shape of the dose curve; as a rule, active = well fitted curve in the direction sought with a large enough effect; inconclusive = small, poorly fitted or top-dose-only effect, or another doubt; inactive = no such curve, though single readings can be large; an effect the other way counts as inactive or inconclusive. The list is partial; count on the stated rates, not on these rows.

SMILES	TDP43 rescue	Akt phos inh	GLP1R cytotox	MmCpn inh	GLP-1R inv ag	aSyn rescue	Abeta rescue	PTHR1 agonist	FUS suppressor
COCc1cc(C)nc(SCC(=O)Oc2ccccc2)c1C#N	11%	i	0%[0.307 µM]	-1%	-2%[0.307 µM]	-1%	21%	6%	-13%
Cc1ccc(C(C)C)c(OCCNCc2ccccc2)c1	0%	i	0%	-1%	?	4%	11%	i	-18%
CCN(CC)CCCNC(=O)CN1C(=O)COc2ccc(S(=O)(=O)N3CCC(C)CC3)cc21	11%	.	2%	.	4%	1%	-9%	i	-17%
CCOc1ccc(-c2[nH]ncc2Oc2cccc(OC)c2)c(O)c1	?	i	10%	-4%	?	?	-43%[inhibitor]	i	?
C=Cc1ccc(Cn2c(C)c(C(=O)NCc3ccc4c(c3)OCO4)sc2=O)cc1	22µM*	i	8%	.	?	8%	?	i	39%
Cc1ccnc(NS(=O)(=O)c2ccc(NC(=O)C3CCCCC3)cc2)n1	-9%	i	0%	2%	1%	-1%	12%	-6%[57.5 µM]	26%
COC(=O)c1cc(-c2ccc3c(c2)OCO3)nc2ccccc12	9%	i	13%	-4%	8%	-3%	-18%	i	30%
O=C(Nc1cc(Cl)ccc1O)C1CCCO1 (stereo not drawn)	5%	i	-7%	0%	4%	-6%	23%	-4%[57.5 µM]	18%
O=S(=O)(O)c1cc2onnc2c2ccccc12	0%	i	-4%	.	36%[activator]	0%	-32%[inhibitor]	i	25%
Cc1ccc(NC2=CC(=O)CC(C)(C)C2)cc1F	4%	i	-6%	1%	2%	5%	4%	i	-31%
CSc1ccccc1NC(=O)Cn1ccsc1=N	-11%	i	?	-5%	-9%	1%	5%	i	-6%
CC(=O)OCC(=O)[C@@]1(O)CC[C@H]2[C@@H]3CCC4=CC(=O)C=C[C@]4(C)[C@@]3(Cl)[C@@H](Cl)C[C@@]21C	24%	i	6%	0%	3%	0%	-11%	i	-40%
Cn1ccnc1SCC(=O)c1cccc(Br)c1	-15%	i	-19%	0%	0%	0%	6%	0%	8%
COCc1ccc(O)c2ncccc12	?	i	?	0%	?	1%	-83%[inhibitor]	i	-7%
CC1(C)CC(=O)c2c(oc3ccc(NS(=O)(=O)c4cccc5cccnc45)cc23)C1	-17%	i	-9%	1%	?	4%	-1%	-27%	9%
CCOc1ccc2c(c1)c(=O)c(C(=O)c1ccccc1)cn2Cc1ccccc1	-1%	.	3%	.	?	.	-16%	i	12%
Nc1nc2ccc(Cl)cc2[nH]1	2%	i	-13%	.	6%	2%	2%	i	-17%
O=C(NC1CCCC1)C(=O)N(Cc1cccnc1)C(C(=O)NCc1ccco1)c1ccccc1F (stereo not drawn)	-1%[9.22 µM]	i	1%	1%	15%	-4%	-6%	-20%	19%
O=C(C1CCCO1)N1CCN(S(=O)(=O)c2ccc(F)cc2)CC1 (stereo not drawn)	2%	i	3%	-2%	2%	4%	4%	-2%	0%
COc1ccc(-n2c(SCC(=O)NCC3CCCO3)nc3n[nH]c(C)c3c2=N)cc1 (stereo not drawn)	-7%	i	9%	0%	4%	-3%	13%	i	?

The list goes on, starting with the last seven of the part before.
SMILES	TDP43 rescue	Akt phos inh	GLP1R cytotox	MmCpn inh	GLP-1R inv ag	aSyn rescue	Abeta rescue	PTHR1 agonist	FUS suppressor
COCc1ccc(O)c2ncccc12	?	i	?	0%	?	1%	-83%[inhibitor]	i	-7%
CC1(C)CC(=O)c2c(oc3ccc(NS(=O)(=O)c4cccc5cccnc45)cc23)C1	-17%	i	-9%	1%	?	4%	-1%	-27%	9%
CCOc1ccc2c(c1)c(=O)c(C(=O)c1ccccc1)cn2Cc1ccccc1	-1%	.	3%	.	?	.	-16%	i	12%
Nc1nc2ccc(Cl)cc2[nH]1	2%	i	-13%	.	6%	2%	2%	i	-17%
O=C(NC1CCCC1)C(=O)N(Cc1cccnc1)C(C(=O)NCc1ccco1)c1ccccc1F (stereo not drawn)	-1%[9.22 µM]	i	1%	1%	15%	-4%	-6%	-20%	19%
O=C(C1CCCO1)N1CCN(S(=O)(=O)c2ccc(F)cc2)CC1 (stereo not drawn)	2%	i	3%	-2%	2%	4%	4%	-2%	0%
COc1ccc(-n2c(SCC(=O)NCC3CCCO3)nc3n[nH]c(C)c3c2=N)cc1 (stereo not drawn)	-7%	i	9%	0%	4%	-3%	13%	i	?
CN(C)c1nc(SCC#N)nc(N(C)C)n1	29%	.	5%	-4%	75%	.	11%	i	2%
C[C@@H]1NC(=O)c2cc([N+](=O)[O-])cc(I)c2OCC[C@@H](C(=O)NC(CC(=O)O)C(N)=O)NC(=O)[C@H](CCC(=O)O)NC1=O (stereo partly drawn)	-26%	i	-11%	1%	19%	-8%	-7%	5%	19%
CN1c2ccccc2C(C)(C)C12CC(c1cccc(S(=O)(=O)N3CCCC3)c1)=NO2 (stereo not drawn)	-8%	i	-9%	1%	?	6%	0%	i	.
Nc1ccc2c(c1)CC(=O)c1ccccc1S2	10%	i	-14%	3%	4%	15%	?	-1%	18%
CCC(Sc1nc2sc(C(=O)OC)c(C)c2c(=O)n1N)C(=O)NCC1CCCO1 (stereo not drawn)	-16%	i	-31%	1%	0%	-10%	-8%	i	14%
CCCc1cnc2c(c1SCC(=O)N1CCC(C)CC1)c(=O)n(C)c(=O)n2C	?	.	-14%	.	4%	.	-22%	-10%	26%
Cc1ccc(CN2C(=O)CCC2(C)c2nnnn2-c2ccc3c(c2)OCCO3)cc1 (stereo not drawn)	4%	i	5%	.	8%	2%	2%	i	22%
COc1ccc(COC(=O)N/N=C(\C)CC(=O)Nc2ccc(Cl)cn2)cc1	-24%	i	-10%	2%	-27%	0%	-16%	-8%	4%
O=C(Cn1c(=O)oc2cc(S(=O)(=O)NCc3ccccc3)ccc21)NCc1ccc(Cl)cc1	10%	.	-5%	.	?	.	-2%	-4%	1%
O=C(NCCCN1CCOCC1)c1cccc(S(=O)(=O)Nc2cc(Cl)ccc2Cl)c1	-10%	i	0%	1%	6%	0%	1%	-25%	16%
COC(=O)[C@]12CCCCC=C1N(Cc1ccco1)C(=O)[C@H](CC(=O)NCc1cccc3ccccc13)C2	0%	i	-1%	.	?	13%	-7%	-24%	?
CN(c1ccc(C(=O)Nc2ccc(S(=O)(=O)N3CCCC3)cc2)cc1)S(C)(=O)=O	4%	i	-4%	0%	-4%	-2%	0%	-40%[inhibitor]	-7%
COc1cc(C(=O)OC(C)CN2CCOCC2)cc(OC)c1OC (stereo not drawn)	14%&-5%	i	4%&7%	-4%&0%	16%&16%	2%&4%	18%&1%	9%[57.5 µM]	-1%&-22%
CCCCn1c(N)c(N(CC)C(=O)c2cc(C)cc(C)c2)c(=O)[nH]c1=O	-15%	i	21%	1%	0%	-7%	-3%	i	19%
COc1ccc(-c2nc(N3CCCCCC3)sc2C(=O)c2ccccc2)cc1	-20%	i	29%	0%	2µM*	1%	23%	-8%[57.5 µM]	17%
CCOc1ccc(S(=O)(=O)N2CCC(c3ccccc3)CC2)cc1C(=O)O	-11%	i	9%	0%	1%	0%	-17%	3%	-24%
Cn1cc(Cl)c(C(=O)N2CCN(c3ncccn3)CC2)n1	4%	i	-2%	-1%	3%	3%	12%	-7%[57.5 µM]	-21%
CCOC(=O)c1ccc(NC(=O)CSc2nnc(NC(=O)c3ccc(S(=O)(=O)N4CCOCC4)cc3)s2)cc1	2%	i	20%	2%	5%	-4%	0%	2%	.
Cc1ccc(Cl)cc1NS(=O)(=O)c1cc2c3c(c1)CC(=O)N3CCC2	2%	.	-13%	.	?	.	-12%	-17%	?
Cc1nc2sccn2c(=O)c1S(=O)(=O)Nc1cccc(Cl)c1C	?	i	4%&1%	0%	?	-12%	-5%&-4%	-32%[inhibitor]	-12%&-19%
COc1ccc(CN(C)C(=O)C(CCSC)NS(=O)(=O)c2ccc3c(c2)OCCO3)c(OC)c1OC (stereo not drawn)	18%	i	14%	.	-23%	3%	2%	-14%	?
CCN1C=CC(=C2C(=O)c3ccccc3C2=O)C=C1	-49%[inhibitor]	i	-5%	-2%	?	-36%[inhibitor]	-46%[inhibitor]	-22%[57.5 µM]	9%
O=C(OCc1ccccc1)Oc1cncc(C(=O)O)c1	-8%	i	0%	.	3%	0%	-4%	-45%	8%

Pulled by structure from the entries so far, 2 records:
SMILES	TDP43 rescue	Akt phos inh	GLP1R cytotox	MmCpn inh	GLP-1R inv ag	aSyn rescue	Abeta rescue	PTHR1 agonist	FUS suppressor
Cc1nc2sccn2c(=O)c1S(=O)(=O)Nc1cccc(Cl)c1C	?	i	4%&1%	0%	?	-12%	-5%&-4%	-32%[inhibitor]	-12%&-19%
CCOC(=O)c1ccc(NC(=O)CSc2nnc(NC(=O)c3ccc(S(=O)(=O)N4CCOCC4)cc3)s2)cc1	2%	i	20%	2%	5%	-4%	0%	2%	.
